Screening data as filed in PubChem.
GalR3 antag – blocks the human galanin receptor 3; O60755; HEK293 GalR3-CNG cAMP membrane potential fluorescence; galR3 body fused to GalR1 C-terminus; inhibition, % at 3 µM; actives 0.44% (n = 360,000); AID 651719;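 active means inhibition above the screen-wide average plus 3 SD, cut at about 13% in these data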;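 further: forskolin and galanin both at EC90 stimulate the cells; cAMP rise reported by CNG channel membrane potential dye signal; 0% = forskolin plus galanin with DMSO and 100% = forskolin alone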
V1R ag counter – V1a receptor agonism, counter-screen for OXTR agonists. P37288. CHO-V1R cells, Fluo-8 calcium fluorescence, agonist mode; 0% DMSO, 100% 3 nM vasopressin. activation, % at 3 µM. actives 0.25% (n = 320,000). AID 2797;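 active means activation above the mean activation of all tested compounds plus 3 SD, per screening run, cut at about 20% in these data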;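 further: signal is peak over basal fluorescence ratio across a 100 second FLIPR read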
Target sequence (P37288 whole entry, looked up): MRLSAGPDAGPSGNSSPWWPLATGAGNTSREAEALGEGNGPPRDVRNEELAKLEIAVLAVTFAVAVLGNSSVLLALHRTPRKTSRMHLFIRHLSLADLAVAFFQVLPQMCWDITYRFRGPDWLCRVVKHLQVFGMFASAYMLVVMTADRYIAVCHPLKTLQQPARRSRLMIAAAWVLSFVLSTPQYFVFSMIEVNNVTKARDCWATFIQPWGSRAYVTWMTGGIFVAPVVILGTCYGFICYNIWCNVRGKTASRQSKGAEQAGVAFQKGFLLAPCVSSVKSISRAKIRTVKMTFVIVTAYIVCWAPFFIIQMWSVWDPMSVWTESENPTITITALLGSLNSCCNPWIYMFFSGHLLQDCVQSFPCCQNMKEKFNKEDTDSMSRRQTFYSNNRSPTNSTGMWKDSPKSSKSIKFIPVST
GPR7 antagonist – human neuropeptides B/W receptor 1 antagonism | AID 1861 | GPR7-expressing cells, fluorescence antagonist assay | inhibition, % at 4.4 µM | actives 1.1% (n = 290,000) | P48145; in the data active means inhibition above about 16%, passing the limit was not always enough;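 further: cells stimulated with the agonist NPW; 0% = agonist with vehicle and 100% = vehicle without agonist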
Target sequence (P48145 whole entry, looked up): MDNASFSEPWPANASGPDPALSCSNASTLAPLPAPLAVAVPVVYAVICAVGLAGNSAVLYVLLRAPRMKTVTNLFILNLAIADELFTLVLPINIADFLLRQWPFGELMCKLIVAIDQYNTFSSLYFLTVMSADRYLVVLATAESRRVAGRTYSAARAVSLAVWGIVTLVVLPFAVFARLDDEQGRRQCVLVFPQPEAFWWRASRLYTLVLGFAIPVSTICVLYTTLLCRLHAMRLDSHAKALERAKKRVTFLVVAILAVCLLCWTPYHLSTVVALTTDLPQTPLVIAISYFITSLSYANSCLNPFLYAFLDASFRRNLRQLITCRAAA
VIM-2 inhibitor – blocks Pseudomonas aeruginosa VIM-2 metallo-beta-lactamase; purified VIM-2, nitrocefin hydrolysis, epi-absorbance fluorescence; inhibition, % at 5.6 µM; actives 0.89% (n = 290,000);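 active means inhibition above the mean of all tested compounds plus 3 SD, cutoff set per screening run, cut at about 7.5% in these data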;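 further: red hydrolysis product quenches plate fluorescence so inhibitors raise well fluorescence; 0% = enzyme with DMSO and 100% = DMSO without enzyme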
PHOSPHO1 block – PHOSPHO1 (human) inhibition; Q8TCT1; recombinant PHOSPHO1, absorbance phosphatase assay; inhibition, % at 13.3 µM; actives 1.1% (n = 290,000); in the data active means inhibition above about 60%
Target sequence (Q8TCT1 whole entry, looked up): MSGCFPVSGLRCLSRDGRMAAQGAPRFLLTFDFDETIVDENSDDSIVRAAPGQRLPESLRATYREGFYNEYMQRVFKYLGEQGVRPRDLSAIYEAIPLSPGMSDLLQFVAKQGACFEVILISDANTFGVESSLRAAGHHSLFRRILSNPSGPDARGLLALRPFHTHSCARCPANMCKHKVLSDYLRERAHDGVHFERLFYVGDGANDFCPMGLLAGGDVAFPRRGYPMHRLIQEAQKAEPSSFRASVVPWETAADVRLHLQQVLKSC
IMP-1 inhibitor – inhibitors of Pseudomonas aeruginosa IMP-1 metallo-beta-lactamase; inhibition, % at 5.6 µM; purified IMP-1, nitrocefin hydrolysis, epi-absorbance fluorescence; actives 0.45% (n = 290,000);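 active means inhibition above the mean plus 3 SD of all compounds in the same screening run, cut at about 4.5% in these data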;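 further: 0% = IMP-1 with DMSO and 100% = DMSO wells lacking enzyme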
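System – purified recombinant IMP-1 beta-lactamase · Input – IMP-1 dispensed at 0.2 nM · Timing – 15 min preincubation plus 25 min reaction at 25 °C · Signal – Epi-absorbance fluorescence, 480 nm excitation, 530 nm emission · Measure – percent IMP-1 inhibition derived from blank-referenced optical density · Controls – Enzyme-plus-DMSO low control, enzyme-free DMSO high control · Replication – singlicate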
FID counter – fluorescent intercalator displacement, NS3 helicase counter-screen | inhibition, % at 7.9 µM | actives 0.17% (n = 290,000) | DNA fluorescent intercalator displacement, fluorescence; in the data active means inhibition above about 37%;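 further: 0% = vehicle and 100% = reference compound; higher means more ethidium bromide displaced from hairpin DNA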
OXTR ag – agonists of human oxytocin receptor | P30559 | CHO-OTR cells, Fluo-8 calcium fluorescence; normalized: DMSO 0%, oxytocin 100% | activation, % at 3 µM | actives 0.32% (n = 320,000);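 active means activation above the mean of all tested compounds plus 3 SD, cutoff set per screening run, cut at about 20% in these data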;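 further: peak over basal fluorescence ratio from a 100 s FLIPR kinetic read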
NS3 helicase inh – HCV NS3 helicase inhibition. NS3 helicase DNA unwinding, Cy5 molecular beacon fluorescence. inhibition, % at 10.9 µM. actives 0.56% (n = 290,000). AID 1800;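 active means inhibition above the mean of all tested compounds plus 3 SD, set per campaign, cut at about 35% in these data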;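 further: 0% = DMSO wells and 100% = thioflavine S control wells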
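test system = hepatitis C virus NS3 helicase domain fragment enzyme | reagent = annealed dual-labelled DNA beacon duplex, ATP-started | times = 1 h at 25 °C | detection = Cy5 fluorescence, 0 and 60 min reads | read-out basis = percent inhibition from t60/t0 fluorescence ratio | control set = DMSO and thioflavine S | replication = one well per compound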
An asterisk follows results filed as active; / = not tested or not shown. Rows were taken by chance, and some 4.3% of all compounds hit somewhere here.

SMILES	GalR3 antag	V1R ag counter	GPR7 antagonist	VIM-2 inhibitor	PHOSPHO1 block	IMP-1 inhibitor	FID counter	OXTR ag	NS3 helicase inh
COc1cccc(C=N[C@@H](CO)[C@@H](O)c2ccc([N+](=O)[O-])cc2)c1O	-4.8	0.3	-7.6	-3.6	7.8	-1.8	1.4	0.5	-4.5
Cc1cc(Br)ccc1SCC(=O)OCC(=O)NC1CCCC1	-5.7	0.4	-2.4	-0.8	12.4	-2.6	-23.8	-0.7	-3.7
CCC(=NC)C1=C(O)CC(c2ccccc2)CC1=O (stereo unspecified)	-10.6	0.5	-11.2	-1.5	29.5	-2.6	-9.3	-0.5	1.3
COCc1cc(=O)[nH]c(SCCS(=O)(=O)c2ccc(Cl)cc2Cl)n1	-0.4	-2.4	2.3	-2.6	-67.1	-3.0	-3.1	-2.6	-0.9
C=CCN1C(=O)N(c2ccc(F)cc2)C(=O)C1CC(=O)Nc1ccc(Cl)cc1 (stereo unspecified)	-7.4	3.4	-5.5	-0.8	-4.5	-2.1	-3.1	3.0	-2.7
Clc1ccc(OCCCCCN2CCCC2)c(Br)c1	-2.2	2.2	5.3	1.4	-2.8	-3.5	14.1	3.2	-19.0
O=C(N/N=C\c1ccc(OC(=O)c2cccs2)cc1)c1ccc(Cl)cc1	-4.6	-0.3	-5.5	-3.8	15.8	-4.7	1.2	0.3	6.3
COc1ccc(CNC(=O)/C=C/c2ccc(S(=O)(=O)N3CCOCC3)cc2)cc1	-0.1	6.0	-4.7	-3.6	42.4	-2.9	-18.4	2.1	-13.3
CCOc1ccccc1N1CCN(C(=O)CCCN2C(=O)c3cccc4cccc(c34)C2=O)CC1	-0.9	-0.8	-19.1	1.4	-16.5	-3.8	-33.1	-1.7	-6.9
CN1CCN(CC(=O)N2CCn3c4c(c5cc(C6CCCCC6)ccc53)CCCC42)CC1 (stereo unspecified)	/	1.7	6.0	-1.1	-24.6	-0.6	13.6	10.1	-47.9
O=C(COC(=O)c1cc(Cl)cc(Cl)c1)NCCN1C(=O)CSC1=O	1.0	0.2	3.5	-2.5	9.5	0.5	-9.9	0.2	10.3
COc1cccc(NC(=O)NC(=O)c2c(C)cc(Cl)nc2Cl)c1	-8.0	3.5	4.4	-1.0	15.9	-0.5	-25.5	-0.1	3.8
Cc1nc2ccccc2nc1OCc1ccc([N+](=O)[O-])cc1	-3.1	1.0	0.1	-2.4	38.9	-1.6	-0.3	-0.8	-1.1
CC(=O)n1nc(-c2ccccc2)nc1NCc1cccs1	4.8	-1.0	-0.7	1.2	22.6	-1.9	-3.9	-1.7	-0.6
Cc1c(C)n(C(=O)CSc2nncn2C)c2ccccc12	-3.4	-0.2	-17.9	2.1	-33.7	-0.4	-5.1	-0.3	0.0
COc1ccc2cc(-c3csc(-c4cccnc4)n3)ccc2c1	-3.7	0.6	-7.1	-4.7	18.0	1.1	3.7	0.6	-0.4
CCNC(=O)C(=O)c1c(-c2ccccc2)[nH]c2ccccc12	-6.3	-0.2	-9.5	-2.4	31.7	-3.0	1.2	-0.6	-13.2
O=C1CCCN2N=C(SCC(=O)Nc3cccc(F)c3)SC2=N1	-10.1	10.9	-1.3	-1.5	40.5	-1.6	-3.6	9.8	5.4
O=C(NCCOc1ccccc1)c1ccc2c(c1)OCO2	-0.7	0.7	-4.8	-0.3	-54.1	-0.3	-1.6	0.3	-4.0
CC(=O)N=c1sc2c3ccccc3ccc2n1C	-2.8	0.4	19.3	4.3	8.9	-0.4	-3.0	-1.2	-1.3
CN(C)CCn1nnc2c(=O)oc3ccccc3c21	-8.2	-0.9	-9.7	-0.3	41.1	-1.6	6.1	-0.2	2.0
Cc1[nH]c2ccccc2c1/C=N/NC(=O)c1cc(-c2cccs2)[nH]n1	-2.7	1.1	-4.8	-4.4	-8.8	-2.9	11.7	1.6	-3.7
COc1ccc(-c2nnco2)cc1OC	-3.6	0.1	-5.9	-4.0	-0.7	0.7	3.5	0.0	-2.8
Cc1cccc(OCC(=O)Nc2nonc2NC(=O)COc2cccc(C)c2)c1	1.1	-0.2	-20.3	-0.4	/	-1.4	-2.6	-0.6	1.3
O=C(O)c1ccc2c(c1)nnn2C1CCCCC1	-0.5	0.6	-7.7	-1.4	7.2	0.1	0.0	1.1	5.0
O=C(CCC1CCCC1)N1CCN(C(=O)c2ccco2)CC1	-0.1	0.7	5.1	-0.2	12.8	-1.9	-11.7	-0.1	13.4
Cc1nc2c(C)cccc2cc1C(=O)N/N=C/c1ccc(C(=O)O)cc1	-4.1	-0.5	-2.4	-0.7	32.3	0.3	-14.0	0.4	21.9
CCc1nc2ccc(C(=O)N3CCN(CC)CC3)cc2nc1CC	-11.9	-0.4	-13.4	0.0	23.9	-2.4	-5.8	5.5	-2.4
Clc1ccc(Cl)c(-c2nc(-c3ccncc3)no2)c1	-12.2	0.1	-15.0	2.0	14.9	-0.5	-7.2	0.0	2.0
CCOC(=O)N/N=C/c1cn(Cc2ccc(Cl)cc2)c2ccccc12	-9.6	-0.5	1.2	-3.1	16.3	-4.0	-13.8	-1.1	-5.9
CCN(CC(=O)Nc1ccc2c(c1)OCCO2)CC(=O)Nc1cc(C)on1	-3.7	-1.1	-11.2	-3.0	11.4	-4.5	-15.2	-1.2	-6.5
O=S(=O)(NCc1ccc2c(c1)OCO2)c1c(F)cc(F)cc1Br	-1.1	0.0	-7.8	-2.3	27.0	-2.9	-7.4	-0.5	6.3
Cc1cc(C)cc(NC(=S)NCCCN2CCOCC2)c1	-2.4	0.8	-10.9	-4.0	2.9	-3.9	-5.6	0.4	-1.2
CCOc1ccc2[nH]c(=O)c(CN(Cc3ccccc3)C(=O)N3CCCC3)cc2c1	-6.6	-1.4	4.1	-4.6	73.7*	-1.3	-11.9	-1.2	-1.1
Cc1ccc(SC2=C(C(=O)O)CCCC2)cc1	-4.7	0.7	6.8	-1.6	7.0	-1.4	-1.4	0.0	1.6
CC(C)=CCN1CCN(Cc2c(C)nn(C)c2Cl)CC1CCO (stereo unspecified)	-5.1	0.9	-10.6	-2.4	-7.9	-2.3	1.6	0.7	5.7
Cc1ccc(-n2c(C)nnc2SCC(=O)NNC(=O)c2ccco2)cc1	-10.6	-0.8	-11.1	-3.2	2.0	-4.1	-9.0	0.5	4.3
C=CCC1(O)C(=O)N2C(=C1C(=O)N1CCOCC1)c1ccccc1CC2(C)C (stereo unspecified)	-1.8	0.7	-10.9	-0.5	2.7	0.1	-15.0	0.8	8.5
COc1ccccc1NC(=O)C1=C(C)Nc2ncnn2C1c1ccc(C)o1 (stereo unspecified)	-3.4	0.7	-13.8	-0.9	3.6	-1.9	-5.6	-0.8	-3.0
N#C/C(=C(/O)Cc1ccccc1)P(=O)(c1ccccc1)c1ccccc1	-2.5	-0.5	-13.4	-1.3	36.2	-1.5	-21.9	-1.1	15.9
O=C(N/N=C/c1ccncc1)c1cccc(N/N=C/c2ccncc2)c1	-3.6	-0.8	-1.5	-0.7	-10.0	-2.6	0.3	-0.8	0.3
CN(C)c1cc[n+](CC(=O)Nc2ccc([N+](=O)[O-])cc2Cl)cc1	0.3	0.4	-2.0	-4.8	39.9	-1.1	10.9	-0.5	-4.2
C=CCn1c(CCNC(=O)c2ccccc2F)nnc1SCC(=O)Nc1nc2ccccc2s1	-2.9	1.9	-3.4	-1.6	11.6	-6.1	-6.6	0.9	4.6
CCCNC(=S)NC1CC2CCCC(C1)N2CC(C)C (stereo unspecified)	-3.3	1.3	-11.5	-4.8	-6.9	-0.1	1.3	0.2	1.5
CCN(CC)S(=O)(=O)c1cccc(C(=O)NCC(=O)OCC(=O)NCc2ccccc2)c1	-3.9	0.8	-1.2	0.6	-3.8	0.7	-18.1	-0.5	-4.3
NC(=O)c1c(N)sc2c1CCCCC2	-3.3	3.1	-9.9	-1.1	97.1*	0.0	2.5	-1.4	5.1
COCCC1CCCCN1C(=O)c1ccc(OC2CCN(C(C)=O)CC2)c(OC)c1 (stereo unspecified)	-9.0	0.3	-10.4	0.4	31.5	3.1	-27.9	0.4	0.0
Cc1ccc(SCCc2ccc(C)nc2)cc1	-2.1	2.8	-5.3	-3.0	-3.9	-2.6	-0.2	-2.6	2.7
CCOc1ccc(NC(=O)CCNc2c(N3CCCC3)c(=O)c2=O)cc1	3.2	-0.3	-18.2	0.0	0.2	-3.1	3.5	1.2	-2.8
O=C(Nn1c(-c2ccncc2)nc2ccccc2c1=O)c1ccc([N+](=O)[O-])cc1Cl	-4.8	0.2	-4.7	-3.3	40.0	-1.5	8.6	0.2	4.2
COc1ccc(NC(=O)CSc2ccc(-c3sc(C)nc3C)nn2)cc1	-3.1	4.4	0.6	-0.6	22.6	-1.8	-24.9	1.2	2.8
CCOC1(OCC)N=C(N)C2(C#N)C(c3cccc(OC)c3OC)C12C#N (stereo unspecified)	-3.0	0.4	-7.5	-2.8	-0.9	-2.3	1.1	0.2	5.1
Cc1cccc(-n2ncc3c(NC(C)C)ncnc32)c1	0.1	0.7	-1.1	0.1	-0.5	-3.0	2.3	-1.0	6.5
Cc1cc(C(=O)NCc2nc(-c3ccccc3)no2)ccc1[N+](=O)[O-]	-4.2	6.7	0.8	-3.6	32.5	-2.5	8.5	4.0	-11.6
COCCn1c(SCC(=O)NCCc2ccccc2)nnc1-c1ccco1	-6.8	0.0	5.9	-1.2	15.5	-4.5	-5.3	0.0	7.8
CCc1nnc(NC(=O)c2ccc(-c3ccc([N+](=O)[O-])cc3Cl)o2)s1	-6.7	-0.3	-0.1	-1.5	5.9	0.9	-4.6	-0.4	-16.9
Fc1ccc(-c2nc3c(-c4ccccc4)cnn3cc2CCN2CCOCC2)cc1	-1.8	-0.8	0.4	-1.5	22.6	0.2	-12.4	0.2	-18.1
N=c1c2c(-c3ccccc3)c(-c3ccccc3)n(Cc3ccco3)c2ncn1Cc1ccco1	-11.7	36.5*	37.4*	-4.3	-51.5	-2.4	11.5	36.3*	-69.8
CCn1nnnc1SCC(=O)NNC(=O)C1CCCCC1	-1.0	0.2	-1.1	-2.1	1.8	-2.3	-5.8	2.6	3.1
O=C(CN1CCOCC1)NC1C2CC3CC(C2)CC1C3 (stereo unspecified)	-1.4	1.5	-1.3	-0.3	18.2	-2.3	-2.1	1.7	1.0

Only GPR7 antagonist, GalR3 antag and OXTR ag, for 2 of the compounds above:
structure | GPR7 antagonist | GalR3 antag | OXTR ag
CCC(=NC)C1=C(O)CC(c2ccccc2)CC1=O (stereo unspecified) | -11.2 | -10.6 | -0.5
COCc1cc(=O)[nH]c(SCCS(=O)(=O)c2ccc(Cl)cc2Cl)n1 | 2.3 | -0.4 | -2.6
